Assay outcomes deposited in PubChem BioAssay by several laboratories.
STAT3 inh = inhibitors of IL-6 induced STAT3 signaling. U3A cells, IL-6 STAT3-luciferase reporter, luminescence; host cell line lacks STAT1. inhibition, % at 5.5 µM. 0.89% of 190,000 active;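 active means inhibition above the mean inhibition across all screened compounds plus 3 SD, cut at about 44% in these data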;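 further: 0% = DMSO only wells and 100% = 100 µM nifuroxazide control wells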
RAM inhibit = yeast RAM network inhibition; AID 868; inhibition, % at 50 µM; S. cerevisiae dse1pr::URA3 reporter, 5-FOA growth OD615, 2 d; analog-sensitive cbk1-as2 kinase mutant strain; 1.8% of 190,000 active;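 active means inhibition above a set limit, 3 SD over mean compound inhibition, cut at about 8.4% in these data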;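 further: 0% = DMSO-only wells with no growth and 100% = 10 µM 1-NA-PP1 full growth; inhibition rescues growth on 5-FOA so higher OD means more RAM inhibition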
TLR4-MyD88 BLA = inhibitors of human TLR4-MyD88 binding. 0.18% of 200,000 active. AID 861. inhibition, % at 8.4 µM. O00206+Q99836. HeLa CL3-4 TLR4/MyD88 BLA complementation, FRET ratio; in the data active means inhibition above about 25%;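 further: 0% = vehicle and 100% = reference inhibitor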
PPARg SRC-1 ag = agonists of human PPARgamma SRC-1 coactivator recruitment | activation, % at 8 µM | 0.41% of 200,000 active | PPARgamma-SRC-1 coactivator recruitment biochemical assay | P37231; in the data active means activation above about 19%;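 further: 0% = DMSO and 100% = reference agonist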
STAT1 blocker = inhibitors of IFN-gamma induced STAT1 signaling; NIH 3T3 STAT1-luciferase reporter, luminescence; inhibition, % at 5.5 µM; 0.35% of 200,000 active;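 active means inhibition above a set limit, the mean inhibition across all tested compounds plus 3 SD, cut at about 34% in these data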;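 further: 0% = IFN-gamma with DMSO and 100% = IFN-gamma with 300 µM nifuroxazide; values of inactives mirror those of a sister screen read the other way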
PPARg SRC-3 ag = promotes SRC-3 coactivator recruitment by human PPARgamma; biochemical PPARgamma/SRC-3 coactivator recruitment assay; P37231; activation, % at 8 µM; 0.26% of 200,000 active; in the data active means activation above about 23%;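 further: 0% = DMSO and 100% = reference agonist; some compounds past the cut are filed as inactive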
ROMK mod = human ROMK K+ channel modulation, primary screen. 2% of 130,000 active. B-score at 10 µM. AID 1918. Tet-inducible ROMK, thallium flux fluorescence; actives lie on both sides;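 active means signal ratio slope over the read window, or its plate-corrected B-score, at least 3 SD from the plate mean, either direction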;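 further: B-score of the F/F0 ratio slope over 7 to 12 s after thallium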
Target sequence (P48048 whole entry, looked up): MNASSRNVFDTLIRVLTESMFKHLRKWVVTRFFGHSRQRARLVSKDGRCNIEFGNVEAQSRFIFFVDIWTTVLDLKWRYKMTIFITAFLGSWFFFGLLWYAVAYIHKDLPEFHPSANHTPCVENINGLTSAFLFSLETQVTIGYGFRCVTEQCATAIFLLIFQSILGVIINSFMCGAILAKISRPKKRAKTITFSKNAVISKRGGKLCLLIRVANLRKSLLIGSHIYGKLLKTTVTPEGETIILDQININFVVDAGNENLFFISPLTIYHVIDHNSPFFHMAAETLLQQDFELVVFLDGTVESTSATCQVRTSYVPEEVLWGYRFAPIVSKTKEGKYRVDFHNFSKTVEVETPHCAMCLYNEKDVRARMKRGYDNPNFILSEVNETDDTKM
STAT3 act = activators of IL-6 induced STAT3 signaling; activation (% of control), % at 5.6 µM; U3A cells, IL-6 STAT3-luciferase reporter, luminescence; 100% = signal with IL-6 EC80 alone; 0.91% of 190,000 active;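 active means activation above the screen-wide mean of compound activation plus 3 SD, cut at about 130% in these data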;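 further: 0% = background luminescence of wells with medium and substrate only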
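Test system: STAT3-luciferase reporter U3A cells; Detection: reporter luminescence signal; Times: 1 h compound pre-exposure, 6 h IL-6 stimulation, 37 °C; Benchmarks: IL-6-only high control; Also added: IL-6 stimulus at 33 ng/mL final.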
PPARg SRC2 recr = promotes SRC-2 coactivator recruitment by human PPARgamma | 0.34% of 200,000 active | P37231 | activation, % at 8 µM | PPARgamma LBD-SRC-2 recruitment, biochemical; in the data active means activation above about 22%;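 further: 0% = vehicle and 100% = reference agonist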
TR-FRET SRC-2 ct = flags TR-FRET format artefacts in PPARgamma SRC-2 recruitment agonist screen; TR-FRET ratio at 8 µM; 0.4% of 200,000 active; TR-FRET artefact counter-screen; stronger effect = higher value; in the data active means TR-FRET ratio above about 2000; further: inactives centre near 1500
S1P3 antagonist = blocks the human S1P3 receptor | inhibition, % at 4.98 µM | 0.27% of 170,000 active | CHO S1P3 NFAT-BLA reporter, FRET fluorescence, antagonist mode | Q99500;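 active means inhibition above the plate cutoff, the mean inhibition of test wells on that plate plus 3 SD, cut at about 28% in these data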;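 further: cells challenged with S1P at its EC80 of 0.8 µM; blue over green emission ratio from cleaved BLA substrate after 4 h stimulation; 0% = S1P-stimulated wells and 100% = unstimulated DMSO-only wells; some compounds past the cut are filed as inactive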
Target sequence (Q99500 whole entry, looked up): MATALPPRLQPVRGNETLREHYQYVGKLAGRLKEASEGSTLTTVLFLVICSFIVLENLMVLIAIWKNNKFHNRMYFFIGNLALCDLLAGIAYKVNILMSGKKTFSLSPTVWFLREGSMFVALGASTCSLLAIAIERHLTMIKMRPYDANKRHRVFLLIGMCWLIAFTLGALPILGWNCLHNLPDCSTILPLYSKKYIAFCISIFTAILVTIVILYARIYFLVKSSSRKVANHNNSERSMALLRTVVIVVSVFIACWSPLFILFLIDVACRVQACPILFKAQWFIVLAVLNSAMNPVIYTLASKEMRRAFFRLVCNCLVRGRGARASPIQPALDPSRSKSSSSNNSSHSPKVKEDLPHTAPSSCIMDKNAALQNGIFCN
The depositor's hits bear a star; . = not tested or not shown.

SMILES	STAT3 inh	RAM inhibit	TLR4-MyD88 BLA	PPARg SRC-1 ag	STAT1 blocker	PPARg SRC-3 ag	ROMK mod	STAT3 act	PPARg SRC2 recr	TR-FRET SRC-2 ct	S1P3 antagonist
O=C(Nc1ncc(Cc2cccc(C(F)(F)F)c2)s1)c1ccc(-c2cccc([N+](=O)[O-])c2)o1	6	6.0	5	-3	8	7	.	92	8	1549	-9
COc1cccc(/C=N/NC(=O)CO/N=C(\C)c2cccs2)c1OC	11	3.1	-7	1	-2	2	.	94	1	1605	.
Cc1ccc(SC(=O)COc2ccccc2C)cc1	-6	-0.1	-4	-4	1	-2	0.02	104	-10	1472	.
Cc1csc(NC(=O)[C@@H]2CCCN2C(=O)c2cccs2)n1	18	2.0	-13	4	-3	4	-0.072	91	11	1585	-1
O=C(O)C1CCCCC1C(=O)Nc1cc(Cl)ccc1Cl (configuration not stated)	25	-0.3	-4	4	1	-2	.	80	0	1433	.
Cc1ccc(-c2nnc3sc(-c4ccncc4)nn23)cc1	-3	6.0	0	-7	-9	6	-0.16	106	-3	1420	23
CCOC(=O)C1=C(c2ccccc2)NC(=O)NC1c1ccc(OC)c(OC)c1 (configuration not stated)	-4	2.2	-3	8	6	0	0.1	104	2	1429	-20
Cc1cc(C(C)(C)C)oc1C(=O)Nc1ccc(CC(=O)O)cc1	24	1.6	-4	-5	4	-2	.	84	-2	1625	-30
CCC1(C)Cc2c(sc3nc(SC)n(Cc4ccccc4)c(=O)c23)CO1 (configuration not stated)	5	3.8	0	1	-13	-15	0.37	101	2	1175	.
C=CCSc1nccc(=O)[nH]1	-5	1.3	-18	7	-3	5	0.0082	102	7	1474	-8
O=c1c2ccccc2ncn1Cc1ccc(Cl)cc1	8	4.3	7	1	3	0	0.15	100	2	1448	6
COc1cc(S(=O)(=O)n2nnc3ccccc32)c(OC)cc1Cl	18	1.0	-2	-7	35*	-2	-2.3*	86	9	1480	-7
O=C(/C=C/Nc1ccccc1)C(F)(F)F	7	-0.4	-7	0	4	3	0.82	98	-4	1630	2
COc1cc2c(cc1OC)C(c1cc3cc4c(cc3[nH]c1=O)OCO4)N(C(=O)C1CC1)CC2 (configuration not stated)	-6	2.6	8	2	3	-8	-0.71	107	-7	1388	.
COc1ccc2nc(N/C(=N/S(=O)(=O)c3cccs3)c3ccccc3Cl)sc2c1	6	2.5	-15	3	-3	7	0.34	97	5	1732	-3
COc1ccc(N2CCN(C(=O)NC3CCCCC3)CC2)cc1	-7	1.7	-6	4	-7	7	.	107	4	1591	.
CCOC(=O)c1nc2cc3n(c(CC(C)C)c-2c1C)CC(C)=C3C	3	-1.1	-1	-6	16	-4	.	100	6	1407	.
Cc1ccc(OCc2nnc(NC(=O)Cc3cccs3)s2)cc1	1	0.6	1	8	-2	0	.	103	10	1742	2
O=C(Nc1ccc(N2CCCC2)c(Cl)c1)c1cccc(-c2cc3ccccc3oc2=O)c1	13	3.8	-9	7	-4	8	.	88	5	1562	15
O=c1[nH]c(SCc2nc3c(cnn3-c3ccccc3)c(=O)[nH]2)nc2ccccc12	-68	4.3	8	2	-16	-1	-0.42	160*	6	1682	.
O=C1c2ccccc2-c2c1cccc2C(=O)N1CCCCC1	4	0.7	1	-2	6	12	.	97	2	1528	.
Cc1cc(NC(=NC2CC2)c2ccccc2)n(-c2ccccc2)n1	24	0.4	-6	-3	-2	-1	-0.46	86	-11	1528	-23
OC(COCC(F)(F)C(F)(F)C(F)(F)C(F)F)Cn1c2ccc(Cl)cc2c2cc(Cl)ccc21 (configuration not stated)	6	18*	-2	4	1	7	.	100	4	1675	-2
CCOc1ccc(C(=S)N2CCN(C)CC2)cc1	4	1.9	-13	3	-3	8	0.45	105	5	1576	-10
Cc1c(C(Nc2ccccn2)c2ccccc2)c(=O)n(-c2ccccc2)n1C (configuration not stated)	2	1.0	-18	4	-4	-2	0.15	101	13	1664	.
CSc1nc(C)cc(Oc2ccc(=O)n(C)n2)n1	2	1.4	-5	3	-3	4	.	102	-4	1342	-41
Cn1c2ccccc2c2c(C(=O)O)cn(C3CCCC3)c(=O)c21	-11	1.7	-12	0	-6	2	.	114	3	1443	3
COc1ccc(C(=O)N2CCN(c3ccccc3OC)CC2)cc1	7	0.1	7	2	-11	2	-0.058	99	5	1533	8
COc1ccc(NC(=O)CC2C(=O)N(c3ccc(Cl)cc3)C(=S)N2CCc2ccccn2)cc1 (configuration not stated)	4	2.9	10	-4	1	4	.	97	5	1587	12
COc1c(C)cccc1C(=O)Nc1ccc(CN2CCCCC2)cc1	0	0.4	-2	-5	-10	3	0.32	105	6	1642	.
CCOC(=O)c1c(C)n(C)c2ccc(OC)c(NS(=O)(=O)c3ccc(Cl)s3)c12	4	0.9	-9	12	-4	7	.	99	4	1681	-11
Clc1nssc1=Nc1ccc(Br)cc1	7	2.0	2	6	1	4	0.017	96	2	1541	-2
CCn1c2ccccc2c2cc(N=C3SC(CC(=O)Nc4ccccc4)C(=O)N3C)ccc21 (configuration not stated)	-1	5.2	3	-10	-3	11	.	106	1	1696	.
Cc1nn(-c2ccccc2)c(N)c1C(c1ccc(C(C)C)cc1)c1c(C)nn(-c2ccccc2)c1N	-8	4.2	-10	5	8	0	-0.54	110	5	1529	5
S=c1[nH]nc(C2CCCCC2)n1/N=C/C(Cl)=C\c1ccccc1	5	3.5	-3	1	14	5	1.7	98	2	1551	-3
CCOc1ccc(N2C(=O)/C(=C\c3ccc(O)c(OC)c3)S(=O)(=O)C2c2cccc([N+](=O)[O-])c2)cc1 (configuration not stated)	-8	1.6	-9	11	1	5	-0.8	107	12	1835	-19
Cc1scc(C(=O)N/N=C/c2ccc(OCC(C)C)cc2)c1C	2	2.1	-4	-2	-2	-6	-0.55	97	-4	1426	.
CC(C)(C)NC(=O)C(c1ccco1)N(C(=O)c1ccc(CN2CCOCC2)o1)c1ccccc1 (configuration not stated)	-9	1.6	-6	-3	-3	-1	-0.47	112	1	1426	-12
CCO[C@@H]1OC(C(=O)N2CCN(Cc3ccccc3)CC2)=C[C@H](c2ccc(C(F)(F)F)cc2)[C@H]1CCCO	.	0.6	-1	2	5	-2	.	.	1	1595	-1
O=c1c2ccccc2sn1-c1cc(S(=O)(=O)N2CCOCC2)ccc1N1CCOCC1	2	9.2*	-11	4	-2	3	-1.6	101	1	1606	-13
CN(C)C(CNC(=O)C1CCCN(C(=O)c2ccc(Cl)cc2)C1)c1ccco1 (configuration not stated)	-8	1.6	0	6	5	13	-0.67	109	-8	1553	-19
Cc1ccnc(SCc2ccc([N+](=O)[O-])cc2)n1	5	0.5	-9	7	-8	2	-0.076	100	15	1578	-13
O=C(Nc1ccc(Br)cc1)c1ccc(F)c(S(=O)(=O)NCc2cccs2)c1	57*	3.6	-13	3	17	4	.	52	6	1506	10
Cc1ccc(/C=c2\sc3nc(-c4ccco4)nn3c2=O)o1	-7	5.0	1	6	-12	7	-1.1	109	4	1364	9
CC(c1ccccc1)N1CC(C(=O)NC2CCCC2)CC1=O (configuration not stated)	-2	2.2	4	1	5	-13	0.007	104	-10	1192	-6
COc1cc2nc(SCC(N)=O)n(CCC3=CCCCC3)c(=O)c2cc1OC	10	2.2	-8	5	2	3	0.54	96	2	1539	-18
N#Cc1ccc(CSCC(=O)O)cc1	1	1.0	-2	-4	-2	4	0.65	105	-7	1427	9
CCOC(=O)CC1C(=O)NCCN1C1CCCC1 (configuration not stated)	3	1.2	1	0	4	2	.	100	-2	1635	-18
CCCCNC(=O)C1COc2ccccc2O1 (configuration not stated)	-8	1.0	-6	4	-13	2	-0.25	109	-3	1419	-8
CCOc1ccccc1N(C(=O)c1snc(C(N)=O)c1N)C(C(=O)NC1CCCC1)c1ccco1 (configuration not stated)	7	2.6	-6	-1	3	-4	.	103	4	1584	-16

Following part.
SMILES	STAT3 inh	RAM inhibit	TLR4-MyD88 BLA	PPARg SRC-1 ag	STAT1 blocker	PPARg SRC-3 ag	ROMK mod	STAT3 act	PPARg SRC2 recr	TR-FRET SRC-2 ct	S1P3 antagonist
OCCC1CN(Cc2nc(-c3ccc(F)cc3)cs2)CCN1CCc1ccccc1 (configuration not stated)	8	0.5	3	6	11	2	-3.9*	96	4	1662	3
CCc1nc(CN2CCCC(C(=O)c3ccc4c5c(cccc35)CC4)C2)c(C)[nH]1 (configuration not stated)	14	-0.7	14	5	4	2	-1.6	93	14	1572	-2
CC(=O)c1ccc(Oc2ncnc3sccc23)cc1	8	1.1	13	-3	-29	0	.	96	-3	1567	2
COc1ccc(N(CC(=O)NC2CCCC2)C(=O)Cn2nnc(-c3ccc(C)cc3)n2)cc1	4	1.8	14	-5	-4	-12	.	100	2	1412	-23
